Hck Nef HTS: human Hck-Nef kinase inhibition; P08631; Recombinant Hck-YEEI plus Nef, Z-Lyte FRET kinase assay; inhibition, % at 20 µM; 220,000 tested, 0.68% active; AID 463187;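 active = Hck-Nef kinase inhibition above about 50%, limit read from the data; inactive = inhibition below that limit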;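 also: 0% = DMSO with Hck plus Nef and 100% = Hck alone without Nef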
Target sequence (P08631 whole entry, looked up): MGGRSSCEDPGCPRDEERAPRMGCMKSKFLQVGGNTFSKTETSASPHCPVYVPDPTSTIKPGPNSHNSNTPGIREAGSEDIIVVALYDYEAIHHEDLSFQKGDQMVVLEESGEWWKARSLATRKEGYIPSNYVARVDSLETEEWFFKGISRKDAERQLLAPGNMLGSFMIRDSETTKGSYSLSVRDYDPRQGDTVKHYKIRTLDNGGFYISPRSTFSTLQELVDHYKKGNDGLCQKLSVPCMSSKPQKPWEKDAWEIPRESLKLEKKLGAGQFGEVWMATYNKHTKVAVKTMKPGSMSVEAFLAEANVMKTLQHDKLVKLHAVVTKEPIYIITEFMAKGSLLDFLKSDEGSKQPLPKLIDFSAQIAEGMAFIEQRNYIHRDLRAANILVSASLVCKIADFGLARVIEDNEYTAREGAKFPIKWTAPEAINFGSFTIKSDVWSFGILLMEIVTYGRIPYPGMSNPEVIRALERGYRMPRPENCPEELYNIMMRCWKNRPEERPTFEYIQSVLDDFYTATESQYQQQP
MDM2 E3 inh: inhibitors of human Mdm2 E3 ubiquitin ligase | Q00987 | cell-based MDM2 ubiquitination luciferase reporter, 2 h; 0 = plate control, 100 = twice control, blank-subtracted | signal enhancement, % at 5 µM | 210,000 tested, 0.11% active | AID 1230;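 active = signal enhancement of 30% or more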;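 also: luminescence tracks abundance of the self-degrading MDM2-luciferase fusion protein; higher signal means inhibition of MDM2 E3 ligase activity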
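Material: stable MDM2–luciferase fusion reporter cells / Quantity: 2000 cells/well / Dosing: single 5 µM compound dose, 0.2% final DMSO / Buffer or medium: DMEM / Schedule: 4 h cell settling then 2 h compound exposure, 37 °C / Detection: luminescence with SteadyLite reagent, 15 min at room temperature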
Runt-SMMHC FRET: Runt domain-CBFb-SMMHC interaction inhibition | inhibition, % at 20 µM | 220,000 tested, 0.74% active | AID 1434 | Q01196+Q13951 | Cerulean-Runt/Venus-CBFb-SMMHC FRET ratio 530/480, 1 h;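 active = mean inhibition across duplicate retests at 20 µM reaching about 50%, limit read from the data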;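 also: 0% = DMSO wells and 100% = wells with excess untagged CBFb-SMMHC; inhibitors lower the FRET ratio by blocking Runt binding to CBFb-SMMHC; some results filed as inactive read as strong as hits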
14-3-3 Bad inh: disrupts binding of bovine 14-3-3 zeta to phospho-Bad peptide. P63103. TR-FRET 14-3-3zeta/Dy647-pBad peptide displacement, 1 h. inhibition, % at 21.7 µM. 220,000 tested, 0.71% active;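 active = inhibition above about 70%, limit read from the data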;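 also: 0% = full 14-3-3 plus peptide FRET controls and 100% = background without 14-3-3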
Target sequence (P63103 whole entry, looked up): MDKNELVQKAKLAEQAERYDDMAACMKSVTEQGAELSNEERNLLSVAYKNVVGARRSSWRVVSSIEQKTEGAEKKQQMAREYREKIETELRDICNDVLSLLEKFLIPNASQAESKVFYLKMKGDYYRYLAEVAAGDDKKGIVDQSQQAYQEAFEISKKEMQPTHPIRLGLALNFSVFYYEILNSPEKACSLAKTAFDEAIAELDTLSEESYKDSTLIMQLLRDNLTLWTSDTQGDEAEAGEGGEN
NCF1 inh: p47phox (human) inhibition; P14598; p47phox/p22phox peptide binding, fluorescence polarization, 2 h; inhibition, % at 24.7 µM; 220,000 tested, 0.53% active; AID 1274;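 active = inhibition above about 30%, limit read from the data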;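 also: 0% = p47phox with labelled peptide and 100% = labelled peptide alone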
Tb hexokinase: T. brucei hexokinase 1 inhibition; inhibition, % at 10 µM; recombinant TbHK1, G6PDH-coupled NADH A340; 220,000 tested, 0.11% active;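 active = inhibition of 50% or more in the single-dose primary screen; inactive = inhibition below 50%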
EBV gp42 inh: EBV gp42 inhibition. inhibition, % (tested at 21.74 µM). AID 1085. Fluorescence polarization binding assay, mP read-out. 220,000 tested, 0.42% active. Q1HVG2; in the data active = inhibition above about 50%
Runt-CBFb FRET: blocks binding of human RUNX1 Runt domain to CBFb; Q01196+Q13951; Cerulean-Runt/Venus-CBFb FRET ratio 530/480, 1 h; inhibition, % at 20 µM; 220,000 tested, 0.46% active; AID 1496;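 active = inhibition over about 50% at 20 µM in the single-dose screen, limit read from the data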;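 also: 0% = DMSO wells and 100% = excess unlabeled CBFb competitor control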
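Measured by: fluorescence energy transfer, 422 nm excitation, 530/480 nm emission; test system: Cerulean-tagged RUNX1 Runt domain (FRET donor) fusion protein; buffer or medium: Tris pH 7.5 buffer with BSA; compound: one dose, 20 µM compound, 1% DMSO; times: two 1 h room-temperature incubations shielded from light; benchmarks: unlabeled CBFb 5 µM, positive control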
zVAD death inh: L929 zVAD cell death inhibition | viability rescue, % at 10 µM | L929 zVAD necroptosis rescue, ATP luminescence, 24 h; with zVAD 60 µM | AID 1377 | 220,000 tested, 0.38% active;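 active = activation, scaled between plate controls, above about 75%, limit read from the data; inactive = activation under that limit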;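 also: 0% = zVAD with DMSO and 100% = DMSO alone without zVAD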
* marks the source's active call; other numbers are inactive results; / = not tested or not shown; [ ] = remark or other dose.

structure,Hck Nef HTS,MDM2 E3 inh,Runt-SMMHC FRET,14-3-3 Bad inh,NCF1 inh,Tb hexokinase,EBV gp42 inh,Runt-CBFb FRET,zVAD death inh
CSc1nnc(Cc2cc(=O)[nH]c(=O)[nH]2)n1-c1cc(C)ccc1C,2,-13,1,4[fluorescence artefact?],-10,4,3,1,-0.4
CC(=O)Nc1cc(S(=O)(=O)Nc2cccc(C)c2)c(C)cc1C,-1,4,-2,-15,-5,-1,-12,0,-0.1
O=C(Nc1cc(C(F)(F)F)cc(C(F)(F)F)c1)Nc1cnn(-c2ccc([N+](=O)[O-])cc2)c1C(F)(F)F,-4,-10,0,3,-19,2,-8,0,10
O=C(Nc1ccc(Cc2ccc(NC(=O)C3CC3)cc2)cc1)C1CC1,23,-11,-8,2,15,2,-2,-6,1.7
CSc1n[nH]c(/N=C/c2oc(O)c3ccccc23)n1,28,-10,-1,0,-6,0,-8,1,0.8
CN(C)c1ccc(/C=N/NC(=O)CCc2nc3ccccc3[nH]2)cc1,25,-6,-2,-3,-6,-69,-6,3,2.5
O=C(NCCF)[C@H]1C[C@@H]1[C@H](NP(=O)(c1ccccc1)c1ccccc1)c1ccccc1,-9,/,1,-5,-7,4,-5,-4,-1.1
O=C(COc1ccc(Cl)cc1Cl)N1CCCC1,2,-15,-3,-3[fluorescence artefact?],-13,-3,-15,2,-0.1
Cc1cccc(C(C)Nc2ccc([N+](=O)[O-])cn2)c1 (configuration not stated),-2,-49,-3,-4,-5,-22,-14,-1,0.5
CCCOC(=O)c1ccc(Cl)c(NC(=O)c2cccnc2)c1,14,8,2,-3,-6,-4,-9,-2,26
Cc1ccc(N2C(=O)CS(=O)(=O)CC2=O)cc1,18,2,4,-6,4,1,-3,0,1.0
CC1CC1c1ccc(/C=C(\C#N)C(=O)Nc2ccccc2Cl)o1 (configuration not stated),-1,-10,-1,9,-22,-9,8,-5,1.8
COC(=O)c1ccc(NC(=O)CN2CCN(c3cccc(Cl)c3)CC2)cc1,1,-10,3,-1,0,1,-2,0,-0.3
CCCCOc1ccc(NC(=O)C(=O)NCCCn2ccnc2)cc1,6,7,4,-5[fluorescence artefact?],-11,0,-20,-1,0.6
CCOC(=O)C1(c2nc(N)cs2)COC(=O)C1 (configuration not stated),-2,13,2,1,-5,-2,-7,-2,4.4
CC(NC(=O)/C=C/c1ccco1)c1nc2ccccc2n1Cc1c(Cl)cccc1Cl (configuration not stated),1,-11,11,-4,-13,1,-18,26,1.2
Nc1nc(Nc2cccc(Cl)c2)nc(NCc2ccco2)c1[N+](=O)[O-],18,-6,1,3,-40,-21,-6,-2,0.3
CCC(Cc1ccccc1)NC(=O)C1CCN(S(=O)(=O)c2c(C)noc2C)CC1 (configuration not stated),-16,-15,-5,13,-7,8,-14,1,0.6
CCOC(=O)CN(C(=O)c1ccccc1)c1ccccc1C,1,3,0,2,8,4,0,0,0.1
Fc1ccc(CNc2nc3ccccc3n3nnnc23)cc1,1,-11,36,-3,-33,-19,24,17,0.5
CCOC(=O)CNC(=O)CSc1nnc(-c2ccccc2)n1Cc1ccco1,-1,-5,4,6,-13,-3,-17,15,-0.2
CCCc1nnc(NC(=O)c2ccc([N+](=O)[O-])cc2)s1,4,-5,-1,8,8,-14,1,-1,1.1
O=C(O)c1ccc2c(=O)n(-c3ccc(F)cc3)c(=S)[nH]c2c1,9,-13,-1,-11,-3,-13,-20,0,0.8
Cc1cc(C(=O)OCC(=O)N2CC(C)OC(C)C2)ccc1[N+](=O)[O-] (configuration not stated),14,-12,-7,-5,-20,-7,-16,0,0.3
Clc1ccc(-c2nnnn2-c2ccc(Cl)cc2)cc1,18,1,2,2,1,-7,-15,1,-0.2
c1ccc2c(Cn3nnc4ccccc43)cccc2c1,10,0,4,-8,-4,10,-11,0,-1.4
CC1Cc2ccccc2N1C(=O)CSc1nc2c(c(=O)n(C)c(=O)n2C)n1Cc1ccccc1 (configuration not stated),1,-3,-6,2,-7,-16,3,-6,-0.6
Cc1nc(SCC(=O)Nc2cccnc2Cl)nc(C)c1C,-1,0,2,-4,-11,-2,-9,4,5.2
Cc1c(N=C2NC(=O)/C(=C/c3ccc(O)cc3)S2)c(=O)n(-c2ccccc2)n1C,3,-8,-30,-2[fluorescence artefact?],-16,-21,-25,-10,-0.1
COc1cccc(CN2CCN(C(=O)c3cc(-c4ccccn4)nc4ccc(Cl)cc34)CC2)c1,2,-30,1,-14,-26,-11,3,-1,2.5

Looked up above:
Clc1ccc(-c2nnnn2-c2ccc(Cl)cc2)cc1 in zVAD death inh is entered as -0.2
CCCc1nnc(NC(=O)c2ccc([N+](=O)[O-])cc2)s1 in NCF1 inh is entered as 8

(list continues)
structure,Hck Nef HTS,MDM2 E3 inh,Runt-SMMHC FRET,14-3-3 Bad inh,NCF1 inh,Tb hexokinase,EBV gp42 inh,Runt-CBFb FRET,zVAD death inh
CCN(CC)S(=O)(=O)c1ccc(Nc2nc3ccccc3n3nnnc23)cc1,-10,-24,1,-6,-8,-13,-4,5,1.1
COc1ccc(C2C(C(=O)OCC(=O)N3CCCCC3)CCC(=O)N2c2ccc(OC)cc2)cc1 (configuration not stated),-1,-8,-4,23[fluorescence artefact?],4,-1,-48,-5,-0.8
O=S(=O)(NCC1CCCO1)c1ccc(S(=O)(=O)N2CCc3ccccc3C2)cc1 (configuration not stated),1,-16,-1,1,-9,-11,-13,0,0.1
O=C(O)C1Cc2ccccc2CN1S(=O)(=O)c1ccc2ccccc2c1 (configuration not stated),-17,-23,-3,25,-10,16,-1,2,-0.7
Clc1ccc(SCc2cn3cccnc3n2)cc1,1,3,2,4[fluorescence artefact?],-3,-4,-9,1,0.0
CNC(=S)NNC(=O)c1sccc1C,-2,-12,-1,-6[fluorescence artefact?],4,-2,1,3,0.2
CCC(=O)Nc1nnc(SCC(=O)NCCc2ccc(OC)c(OC)c2)s1,-18,1,0,-3,-2,-3,-7,0,1.4
CN1C(C(=O)NCc2ccccc2)CC2Cn3c(nc4cc5ccccc5cc43)C21 (configuration not stated),30,24,3,0,-15,-17,-16,0,1.2
CCOC(=O)C1=C(CSc2nncn2C)NC(=O)NC1c1cc(OCC)ccc1OCC (configuration not stated),-3,-16,-5,3,-7,3,2,1,1.4
O=C(COC(=O)CNS(=O)(=O)/C=C/c1ccccc1)Nc1cc(S(=O)(=O)N2CCCCC2)ccc1Cl,-4,-21,3,-6,-9,2,-5,0,-0.5
COc1cc(CCC(=O)OCC(=O)Nc2c(C)cc(C)cc2C)cc(OC)c1OC,1,-6,2,-24,1,-5,-17,-2,0.9
COC(=O)c1ccncc1C(=O)Nc1ccc(OC)cc1,-1,13,0,-19,-9,-1,0,1,1.9
Cc1c(CCO)c(=O)[nH]n1C(=O)c1c(F)cccc1F,1,4,0,-3,2,-2,-8,1,0.1
COc1ccccc1NS(=O)(=O)c1ccc(Cl)c(NC(=O)CN2C(=O)c3ccccc3C2=O)c1,1,5,-2,-12,-26,19,5,1,1.4
COc1cccc(NC(=O)CSc2ncnc3c2cnn3Cc2ccccc2)c1,0,2,-3,-1[fluorescence artefact?],-8,-17,-11,0,-0.6
O=C(CN(Cc1ccccc1)S(=O)(=O)c1cccc(C(F)(F)F)c1)NC1CCCCC1,5,-3,-3,-4,-1,-5,-8,-2,0.7
COc1ccccc1OCCC(=O)Nc1cccc(S(=O)(=O)N2CCCCC2)c1,2,-4,-3,-5,-5,-7,3,0,1.1
Cc1ccc(-c2nc3ccccc3c(=O)n2-c2c(C)n(C)n(-c3ccccc3)c2=O)cc1,9,-9,-3,1,-10,-7,-12,0,0.4
CCn1c(CNc2ccc(Cl)cc2)nnc1SCc1ccccc1,4,-7,2,-12,-7,2,-2,-2,-0.5
Oc1ccc(Br)cc1C=Nc1ccc2c3c(cccc13)CC2,5,-16,-64,-9,-15,23,14,-11,2.4
CCOC(=O)C(C(=O)OCC)N(C#N)c1nc(N(C)C)nc(N(C)C)n1,19,-2,-1,-6,-5,-5,-2,-1,0.4
Cc1ccc([N+](=O)[O-])c2c1C(N1CCCCC1)C(C)(C)O2 (configuration not stated),-10,2,-1,-12,1,-6,-1,-2,-0.2
CCN(CC)c1ccc(NC(=O)CN2CCN(S(=O)(=O)c3cc(Cl)ccc3OC)CC2)cc1,-1,-5,0,1,-2,-10,-7,22,1.3
O=S(=O)(Nc1ccc(S(=O)(=O)N2CCOCC2)cc1)c1ccccc1,2,-21,-3,1,-1,2,-11,0,0.4
O=C(Nc1ccccc1)c1cc2ccc3ccccc3c2s1,14,-6,-2,1,-19,-6,-16,2,4.7
CC(=O)Nc1ccc2nc(-c3ccncc3)[nH]c2c1,-19,-10,-7,-4,7,-19,-17,2,0.8
CN(C(=O)COC(=O)c1cnc(Cl)c(Cl)c1)C1CCS(=O)(=O)C1 (configuration not stated),8,-11,-2,8,-1,5,-10,-1,0.4
CCC(C(=O)OCCOCCN(CC)CC)c1ccccc1 (configuration not stated),14,-7,0,-6,1,-6,-7,1,-1.2
Cc1ccc(S(=O)(=O)Nc2nsc(N)n2)cc1,13,-13,-2,-3,1,2,-5,0,-0.9

Bioassay records from PubChem.

An unsorted share of the library. About 3.2% of those tested had a hit in this group.
